Compound activity as filed in PubChem.
hDAT+cocaine – changed human dopamine transporter uptake under cocaine IC80; Q01959; LLC-PK1 hDAT cells, [14C]-dopamine uptake with cocaine IC80; actives deviate in either direction; B-score at 10 µM; 110,000 compounds, 1.3% hits; AID 449768;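 active means Z score or B-score, a plate-position-corrected score, falls beyond the plate's 99.7% confidence bounds, in either direction; inactive means both scores lie inside the 99.7% bounds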;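 further: scored against the spread of the other compound wells on the same plate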
Target sequence (Q01959 whole entry, looked up): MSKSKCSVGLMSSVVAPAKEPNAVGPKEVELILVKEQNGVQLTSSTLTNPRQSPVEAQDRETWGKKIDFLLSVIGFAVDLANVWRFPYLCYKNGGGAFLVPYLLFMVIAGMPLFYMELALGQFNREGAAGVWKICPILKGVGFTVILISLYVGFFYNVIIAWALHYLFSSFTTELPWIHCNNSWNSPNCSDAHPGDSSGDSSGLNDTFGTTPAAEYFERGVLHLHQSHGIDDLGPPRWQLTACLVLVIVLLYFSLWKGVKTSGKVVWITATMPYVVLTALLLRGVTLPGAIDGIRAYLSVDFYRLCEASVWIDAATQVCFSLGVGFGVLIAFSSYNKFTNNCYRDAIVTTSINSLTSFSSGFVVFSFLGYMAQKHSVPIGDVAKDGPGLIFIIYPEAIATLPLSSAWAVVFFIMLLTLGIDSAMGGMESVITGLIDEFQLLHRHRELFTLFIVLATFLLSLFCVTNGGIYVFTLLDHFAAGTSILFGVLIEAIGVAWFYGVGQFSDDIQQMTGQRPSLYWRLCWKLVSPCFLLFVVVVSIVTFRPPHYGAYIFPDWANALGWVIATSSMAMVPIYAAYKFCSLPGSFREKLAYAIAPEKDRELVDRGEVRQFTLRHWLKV
The depositor's hits bear a star; & = joins results of further samples. A portion of the library; count on the stated rates, not on these rows.

> CCC1(c2ccc(N)cc2)CCC(=O)NC1=O (stereo not drawn)
  hDAT+cocaine: -0.796

> CC1=NCCc2c1[nH]c1ccccc21
  hDAT+cocaine: -0.0419

> CC(CCc1ccccc1)NC(C)C(O)c1ccc(O)cc1 (stereo not drawn)
  hDAT+cocaine: -1.24

> C=C(CO)CC1CC(O)[C@]2(C)OC3CC4OC5C[C@]6(C)O[C@]7(C)CCC8OC9C[C@]%10(C)OC%11C(C)=CC(=O)OC%11CC%10OC9C[C@@H](C)C8OC7CC6O[C@]5(C)C/C=C\C4OC3CC2O1 (stereo partly drawn)
  hDAT+cocaine: -0.417

> CN[C@H](C)[C@H](O)c1ccccc1
  hDAT+cocaine: 1.34

> CC(=O)c1ccc2c(c1)OCO2
  hDAT+cocaine: -0.0258

> CCN1C[C@@]2(COC)C3[C@@H](OC)[C@H]4[C@@H]1[C@@]3(C1C[C@H]3[C@H](OC(=O)c5ccccc5)C1[C@]4(OC(C)=O)C[C@H]3OC)[C@@H](OC)C[C@H]2O (stereo partly drawn)
  hDAT+cocaine: 1.86

> C[N+]1(C)CCc2cc3c(cc2[C@H]1[C@@H]1OC(=O)c2c1ccc1c2OCO1)OCO3
  hDAT+cocaine: 0.191&0.202

> CC(=O)OC1(c2ccccc2)CCN(C2CCCCC2)CC1C (stereo not drawn)
  hDAT+cocaine: -0.574

> CC(=O)N1N=C2C3CCN(CC3)C2C1c1cccc2ccccc12 (stereo not drawn)
  hDAT+cocaine: 0.75

> COC(=O)C1=C(c2cccc(OC)c2OC)C[C@@H]2CC[C@H]1N2C(=O)NCCO
  hDAT+cocaine: -0.387

> O=c1c2ccccc2[se]n1-c1ccccc1
  hDAT+cocaine: 0.0611

> NCCc1ccccc1
  hDAT+cocaine: -0.347

> C[C@H]1O[C@@H](O[C@H]2[C@@H](O)C[C@H](O[C@H]3[C@@H](O)C[C@H](O[C@H]4CC[C@@]5(C)[C@H](CC[C@@H]6[C@@H]5CC[C@]5(C)[C@@H](C7=CC(=O)OC7)CC[C@]65O)C4)O[C@@H]3C)O[C@@H]2C)C[C@H](O)[C@@H]1O
  hDAT+cocaine: -7.19*

> COc1cc2c(cc1OC)-c1c(OC)c(OC)c(OC)c3ccnc(c13)C2=O
  hDAT+cocaine: 0.209

> C[C@]12N[C@H](Cc3ccccc31)c1ccccc12
  hDAT+cocaine: -0.399

> C[N+]1(CCC(C(N)=O)(c2ccccc2)c2ccccc2)CCCCC1
  hDAT+cocaine: 0.171

> CNCC(O)c1ccc(O)cc1 (stereo not drawn)
  hDAT+cocaine: 0.698

> COc1ccc(C[C@@H]2c3cc(O)c(OC)cc3CCN2C)cc1O
  hDAT+cocaine: 0.00763

> C[C@H]1C/C=C/[C@H]2[C@H](O)[C@H](C)[C@@](C)(O)[C@H]3[C@H](Cc4ccccc4)NC(=O)[C@]32[C@H](O)/C=C/[C@](C)(O)C1
  hDAT+cocaine: 0.641

> CN1CCCCC1c1ccc(-c2cccnc2)nc1 (stereo not drawn)
  hDAT+cocaine: 0.994

> COC(=O)[C@@]1(Cc2ccc(F)cc2)[C@H]2c3cc(C(=O)N(C)C)[nH]c3C[C@H]2CN1C(=O)c1ccccc1
  hDAT+cocaine: 1.55

> CN1C2CCC1CC(OC(c1ccccc1)c1ccccc1N)C2 (stereo not drawn)
  hDAT+cocaine: -0.0427

> CN1C2CCC1CC(=NO)C2
  hDAT+cocaine: -0.18

> COc1cc2nc(N3CCN(C(=O)c4ccco4)CC3)nc(N)c2cc1OC
  hDAT+cocaine: 0.995&0.727

Three records picked at random from those above, as already listed:
> C[N+]1(C)CCc2cc3c(cc2[C@H]1[C@@H]1OC(=O)c2c1ccc1c2OCO1)OCO3
  hDAT+cocaine: 0.191&0.202

> O=c1c2ccccc2[se]n1-c1ccccc1
  hDAT+cocaine: 0.0611

> CC1=NCCc2c1[nH]c1ccccc21
  hDAT+cocaine: -0.0419

Further records:
> Nc1ccc(CCN2CCN(c3cccc(C(F)(F)F)c3)CC2)cc1
  hDAT+cocaine: 0.763

> CC(C)[C@H]1C(=O)N2CCC[C@H]2[C@]2(O)O[C@](NC(=O)[C@@H]3C=C4c5cccc6[nH]cc(c56)C[C@H]4N(C)C3)(C(C)C)C(=O)N12
  hDAT+cocaine: 0.563

> COC(=O)C1=C(c2ccccc2)C[C@@H]2CC[C@H]1N2C(=O)NCCO
  hDAT+cocaine: -1.69

> C=C[C@@H]1C[C@@]1(C)[C@@H](NP(=O)(c1ccccc1)c1ccccc1)c1ccccc1
  hDAT+cocaine: 0.0102

> CCN1C[C@]2(COC)CC[C@H](O)[C@@]34C5C[C@H]6[C@H](O)C5[C@](O)(C[C@H]6OC)[C@@H]([C@H](OC)C23)[C@@H]14 (stereo partly drawn)
  hDAT+cocaine: -0.566

> O[C@H]1[C@H](O)[C@@H](O)CN2CC[C@H](O)[C@H]12
  hDAT+cocaine: 0.827

> O=C1C=Cc2ccccc2C1=O
  hDAT+cocaine: -0.0185

> COC(=O)C1=C(c2cccc(OC)c2OC)C[C@@H]2CC[C@H]1N2C(=O)NCC1CC1
  hDAT+cocaine: 0.264

> CNCCc1ccc(O)c(O)c1
  hDAT+cocaine: -0.753

> COc1ccc(CC2c3cc(OC)c(OC)cc3CCN2C)cc1O (stereo not drawn)
  hDAT+cocaine: 0.241

> CCC1C2Cn3c(nc4ccccc43)C1N(C)O2 (stereo not drawn)
  hDAT+cocaine: -1.02

> C[C@]12CCC(=O)C=C1CC[C@@H]1[C@@H]2CC[C@]2(C)C(=O)CC[C@@H]12
  hDAT+cocaine: 0.46

> CC[N+]1(C)CCCC(OC(=O)C(O)(c2ccccc2)c2ccccc2)C1 (stereo not drawn)
  hDAT+cocaine: -0.388

> COC(=O)C1=CO[C@H](C)[C@H]2CN3CC[C@@]4(C(=O)Nc5ccccc54)[C@@H]3C[C@H]12
  hDAT+cocaine: 0.362

> CCOC(=O)c1ccccc1NC(=O)c1c(O)[nH]c(=O)[nH]c1=O
  hDAT+cocaine: -0.0136

> COC(=O)C1=C(c2cccc(OC)c2OC)C[C@@H]2CC[C@H]1N2C(=O)NCCS(C)=O (stereo partly drawn)
  hDAT+cocaine: -1.48

> CC(=O)[C@@]1(O)CC[C@H]2[C@@H]3CC=C4C[C@@H](O)CC[C@]4(C)[C@H]3CC[C@@]21C
  hDAT+cocaine: -0.329

> c1ccc(-c2nnc(C3CC(c4cccnc4)=NO3)o2)cc1 (stereo not drawn)
  hDAT+cocaine: 1.32

> CC1Oc2cc3c(-c4c(O)cc(O)c5c(O)c6c(cc45)OC(C)C(C)C6=O)c(O)cc(O)c3c(O)c2C(=O)C1C (stereo not drawn)
  hDAT+cocaine: -2.14

> O=C(NC1CCCCC1)[C@@H]1CC=C[C@@H]2CCN(Cc3ccccc3)C(=O)[C@@H]21
  hDAT+cocaine: 0.9

> Nc1ccc([As](=O)(O)O)cc1
  hDAT+cocaine: 0.176

> C[C@H]1OC[C@@H](C[N+](C)(C)C)O1
  hDAT+cocaine: -0.535

> CNCCc1ccccc1
  hDAT+cocaine: -0.179

> COC(=O)C1=C(c2ccc(S(C)(=O)=O)cc2)C[C@@H]2CC[C@H]1N2C(=O)NC1CC1
  hDAT+cocaine: 0.0085

> C[C@]12CCC(=O)C(O)=C1CC[C@@H]1[C@@H]2CC[C@]2(C)C(=O)CC[C@@H]12
  hDAT+cocaine: 0.691

Molecule	hDAT+cocaine
COC(=O)C1=C(c2ccccc2)C[C@@H]2CC[C@H]1N2C(=O)NCc1cccc2ccccc12	-0.0872
COC1CC(OC2CCC3(C)C(CCC4C3CCC3(C)C(C5=CC(=O)OC5)C(OC(C)=O)CC43O)C2)OC(C)C1OC1OC(COC2OC(CO)C(O)C(O)C2O)C(O)C(O)C1O (stereo not drawn)	-8.92*
Cc1cccc(N/N=C/c2c(O)[nH]c(=S)[nH]c2=O)c1	-0.126
COC(=O)C1=C(c2ccc(S(C)(=O)=O)cc2)C[C@@H]2CC[C@H]1N2C(=O)NC1CCCCC1	-0.673
CCCN(CCC)[C@@H]1CCc2cccc(O)c2C1	0.0212
FC(F)(F)c1cccc(N2CCNCC2)c1	-1.01
Cc1cc(C)c2c(c1)-c1cc(C)nn1C(c1cccnc1)N2 (stereo not drawn)	0.0307
COC(=O)C1=C(c2cccc(OC)c2OC)C[C@@H]2CC[C@H]1N2C(=O)N1CCCCC1	1
Brc1ccccc1	0.971
Clc1cc(I)cc(Cl)c1NC1=NCCN1	-0.473
C=C(C)CN1CC[C@]23c4c5ccc(O)c4O[C@H]2c2[nH]c4ccccc4c2C[C@@]3(O)C1C5	0.148
COC(=O)C1=C(c2cccc(OC)c2OC)C[C@@H]2CC[C@H]1N2C(=O)NCc1ccccc1	0.267

Molecule	hDAT+cocaine
COC(=O)C1=C(c2cccc(OC)c2OC)C[C@@H]2CC[C@H]1N2C(=O)NCc1ccc(F)cc1	-0.00202
CCOC(=O)C1(c2ccccc2)CCN(CCC(C#N)(c2ccccc2)c2ccccc2)CC1	0.387
C=CCN1CC[C@@]2(C)c3cc(O)ccc3CC1[C@@H]2C	-0.0364
COC(=O)C1=C(c2cc3ccccc3o2)C[C@@H]2CC[C@H]1N2C(=O)NCCO	-0.417
COc1cc2c(cc1OC)-c1c3c(cc4c1[C@@H](C2)N(C)CC4)OCO3	1.31
COC(=O)C1=C(c2ccc(S(C)(=O)=O)cc2)C[C@@H]2CC[C@H]1N2C(=O)NCc1ccc(C(F)(F)F)cc1	1.05
CN1C(=O)CN=C(c2ccc(Cl)cc2)c2cc(Cl)ccc21	-0.0544
COc1cc2c(cc1O)CC1c3c(cc(O)c(OC)c3-2)CCN1C (stereo not drawn)	0.193
COc1ccc2c(c1O)-c1cccc3c1[C@@H](C2)N(C)CC3	-0.201
COC(=O)C1=C(c2cc3ccccc3o2)C[C@@H]2CC[C@H]1N2C(=O)NC1CCCCC1	-0.718
CCC/C=C(\CCC)C(NP(=O)(c1ccccc1)c1ccccc1)c1ccccc1 (stereo not drawn)	-1.19
COC(=O)C1=C(c2cc3ccccc3o2)C[C@@H]2CC[C@H]1N2C(=O)N1CCCCC1	1.05
CC(N)Cc1c[nH]c2ccc(OCc3cccs3)cc12 (stereo not drawn)	0.861

Structural class: those above containing an aryl methoxy group (13)
Molecule	hDAT+cocaine
COC(=O)C1=C(c2cccc(OC)c2OC)C[C@@H]2CC[C@H]1N2C(=O)NCCO	-0.387
COc1cc2c(cc1OC)-c1c(OC)c(OC)c(OC)c3ccnc(c13)C2=O	0.209
COc1ccc(C[C@@H]2c3cc(O)c(OC)cc3CCN2C)cc1O	0.00763
COc1cc2nc(N3CCN(C(=O)c4ccco4)CC3)nc(N)c2cc1OC	0.995&0.727
COC(=O)C1=C(c2cccc(OC)c2OC)C[C@@H]2CC[C@H]1N2C(=O)NCC1CC1	0.264
COc1ccc(CC2c3cc(OC)c(OC)cc3CCN2C)cc1O (stereo not drawn)	0.241
COC(=O)C1=C(c2cccc(OC)c2OC)C[C@@H]2CC[C@H]1N2C(=O)NCCS(C)=O (stereo partly drawn)	-1.48
COC(=O)C1=C(c2cccc(OC)c2OC)C[C@@H]2CC[C@H]1N2C(=O)N1CCCCC1	1
COC(=O)C1=C(c2cccc(OC)c2OC)C[C@@H]2CC[C@H]1N2C(=O)NCc1ccccc1	0.267
COC(=O)C1=C(c2cccc(OC)c2OC)C[C@@H]2CC[C@H]1N2C(=O)NCc1ccc(F)cc1	-0.00202
COc1cc2c(cc1OC)-c1c3c(cc4c1[C@@H](C2)N(C)CC4)OCO3	1.31
COc1cc2c(cc1O)CC1c3c(cc(O)c(OC)c3-2)CCN1C (stereo not drawn)	0.193
COc1ccc2c(c1O)-c1cccc3c1[C@@H](C2)N(C)CC3	-0.201
